Screens deposited in PubChem by National Center for Advancing Translational Sciences (NCATS).
Shiga toxin inh – A qHTS for Small Molecule Inhibitors of Shiga Toxin. Vero cells, Shiga toxin protein synthesis inhibition reporter. actives 9.2% (n = 290,000). inhibition, % at 38.7 µM. AID 2315, 2010; in the data active means inhibition mostly above about 28%, no sharp cut-off; inactive means mostly below about 43%; further: 0% is about no effect
Pf growth 48h – Primary qHTS for delayed death inhibitors of the malarial parasite plastid, 48 hour incubation; P. falciparum luciferase growth in erythrocytes, 48 h; Potency, µM (doses to about 28.7 µM), for inactives: top-dose activity change, negative = inhibition, actives largely listed as inhibitors; actives 5.9% (n = 310,000); further: potency means the concentration at half of the fitted maximal effect; on the % scale 0 is the no-effect control and ±100 the full control effect
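Firefly luciferase activity from engineered P. falciparum reports growth; inhibitors lower the luminescent signal. Cultures contained 2% hematocrit erythrocytes at 0.1% final parasitemia.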
HCV inh – qHTS Assay for Inhibitors of Hepatitis C Virus (HCV); Huh7.5.1 HCVcc-Cre infection, luciferase reporter, 44 h; Potency, µM (highest dose often 41.8 µM), for inactives: at the top dose activity change, negative = inhibition, usual class: inhibitors; actives 3.4% (n = 340,000); AID 651820, 2012; further: potency means the concentration at half of the fitted maximal effect; on the % scale 0 is the no-effect control and ±100 the full control effect
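Luciferase read-out (15 sec integration) after a 15 min room-temperature substrate step quantifies HCVcc-Cre infection. Cells, 1,000 per well, had compound added 4 h post-plating, then virus at ~0.5 moi, and were cultured 44 h.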
Tb PYK inh – qHTS of Trypanosoma Brucei Inhibitors | pyruvate kinase (Trypanosoma brucei), Q57TT1 | TbPYK enzyme, Kinase-Glo Plus ATP luminescence, 45 min | Potency, µM (highest dose often 76.8 µM), without a hit: at the top dose activity, negative = inhibition, actives largely listed as inhibitors | actives 0.12% (n = 410,000) | AID 624173, 2012; further: potency means the concentration at half of the fitted maximal effect; on the % scale 0 is the no-effect control and ±100 the full control effect; nearly all actives have a fitted effect of over 50% in size
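Readout: single end-point luminescence (Kinase-Glo Plus, 10 min). Reaction conditions were TbPYK/substrate plus 130 uM ADP, 45 min at RT, pH 7.2 TEA buffer. No-enzyme wells served as controls, and data were normalized before concentration-response fitting.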
LmPK inhibitor – qHTS Assay for Inhibitors of Leishmania Mexicana Pyruvate Kinase (LmPK). purified LmPK, Kinase-Glo ATP luminescence, 1 h. Potency, µM (titrated, usually from 57.5 µM), for the others: top-dose activity change, negative = inhibition, most hits filed as inhibitors. actives 0.37% (n = 290,000); further: potency means the concentration at half of the fitted maximal effect; on the % scale 0 is the no-effect control and ±100 the full control effect
Target sequence (Q27686 whole entry, looked up): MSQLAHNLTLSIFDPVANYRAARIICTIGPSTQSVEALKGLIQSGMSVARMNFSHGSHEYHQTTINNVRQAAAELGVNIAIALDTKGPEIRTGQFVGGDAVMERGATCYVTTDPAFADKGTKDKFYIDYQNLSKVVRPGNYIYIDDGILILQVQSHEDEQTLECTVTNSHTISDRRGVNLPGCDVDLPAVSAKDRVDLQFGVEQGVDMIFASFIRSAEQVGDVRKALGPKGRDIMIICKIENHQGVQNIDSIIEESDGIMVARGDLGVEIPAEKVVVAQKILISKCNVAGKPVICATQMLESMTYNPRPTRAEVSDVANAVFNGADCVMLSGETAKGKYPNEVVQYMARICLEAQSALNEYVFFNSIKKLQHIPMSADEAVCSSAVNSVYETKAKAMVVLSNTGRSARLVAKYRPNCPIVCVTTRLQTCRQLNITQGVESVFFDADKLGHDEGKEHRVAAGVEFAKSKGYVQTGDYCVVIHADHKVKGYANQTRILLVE
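Purified LmPK (0.1 nM) with 0.5 mM PEP and 0.1 mM ADP in imidazole buffer pH 7.2 with MgCl2/KCl, 1 h at room temperature. ATP formed was read by luciferase luminescence and normalized to no-enzyme and uninhibited controls.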
Pf growth 96h – Primary qHTS for delayed death inhibitors of the malarial parasite plastid, 96 hour incubation. P. falciparum luciferase reporter growth, 96 h. Potency, µM (highest dose often 28.7 µM), for the others: at the top dose activity change, negative = inhibition, hits mostly inhibitors. actives 6.9% (n = 320,000). AID 504834, 2011; further: potency means the concentration at half of the fitted maximal effect; on the % scale 0 is the no-effect control and ±100 the full control effect
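Two-generation exposure (96 h) targets delayed-death phenotype. Reporter parasites carrying integrated firefly luciferase, in red cells at 2% hematocrit and 0.05% parasitemia final, kept at 37 C, 5% CO2; luminescence loss indicates inhibition.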
Cycloheximide cs – Cycloheximide Counterscreen for Small Molecule Inhibitors of Shiga Toxin | cell reporter, cycloheximide protein synthesis inhibition counterscreen | max response, % | actives 12% (n = 300,000) | AID 2314, 2010; in the data active means max response mostly above about 13%, no sharp cut-off; inactive means mostly below about 14%; further: read at 38.3 µM for the half of the compounds with a filed dose; 0% is about no effect
The depositor's hits bear a star; ? = inconclusive; / = no result given; & = joins results of further samples; [ ] = another dose, or the depositor's remark. Unless noted, the call rests on the fitted dose curve; in most records, active means well fitted curve in the direction sought with a large enough effect; inconclusive means small, poorly fitted or top-dose-only effect, or another doubt; inactive means no such curve, though single readings can be large; an effect the other way counts as inactive or inconclusive. This is a random part of the collection. Share with any hit: about 24%.

structure	Shiga toxin inh	Pf growth 48h	HCV inh	Tb PYK inh	LmPK inhibitor	Pf growth 96h	Cycloheximide cs
Clc1ccc(-n2nnnc2-c2cnc(-c3ccncc3)nc2-c2cccs2)cc1	13	4.7µM*	22µM*	1%	2%	?	-5
O=C(Cc1ccc(F)cc1)N1CCC(N2CCC(C(=O)N3CCOCC3)CC2)CC1	-6	1%	4%	6%	1%	3%	12
CCOc1ccc(C(=O)Nc2cc3c(cc2N2CCCC2)n(CC)c(=O)n3CC)cc1OCC	-11	?	?	0%	3%	12µM*	-3
CC(C)NS(=O)(=O)c1ccc(CCC(=O)Nc2ccc3c(c2)OCCO3)cc1	13	4.7µM*	17%	6%	2%	?	12
Cc1ccc(C)c(S(=O)(=O)N2CCN(C(=O)C3CCN(C(=O)c4ccc(F)cc4)CC3)CC2)c1	/	?	?	5%	/	?	/
CC(=O)Nc1ccc(S(=O)(=O)N2CCSC2)cc1	-3	7%	0%	4%	-3%	19%	-2
Nc1ccccc1SCC(=O)Nc1ccc(N2CCOCC2)cc1	23	82%[activator]	10%	-3%	-2%	8%	1
CCOc1ccc(NC(=O)CN(C)C(=O)CCNC(=O)c2ccc(Br)cc2)cc1OCC	/	-2%	?	2%	/	-11%	/
CCCNC(=O)C1CC(=O)N(c2ccc(OCC(=O)Nc3cc(C)cc(C)c3)cc2)C1 (configuration not stated)	-9	-6%	?	-1%	2%	?	-2
CCN1CCN(C(=O)C2CCN(C(=O)c3cc4sccc4n3CC)CC2)CC1	1	-3%	0%	0%	3%	42%[activator]	-3
Cc1ccc2nc3c(c(C(=O)O)c2c1)CCC3	-4	?	4%	5%	13%	85%[activator]	1
COc1cc2c(cc1OC)CN(CC(=O)Nc1ccc3c(c1)OC(F)(F)O3)CC2	-23	/	9%	5%	3%	-22%	-3
c1coc(-c2ncc[nH]2)c1	38	1%	-1%	-12%	0%	?	8
CCN=C1S/C(=C\c2ccc(Sc3ccc(Cl)cc3)o2)C(=O)N1CC	3	?	0%	6%	2%	47%[activator]	1
CC1CCN(CCCOc2ccc(Cl)cc2Br)CC1	73*	-15%	-13%	12%	8%	?	26*
O=C(COc1ccc(Cl)cc1Cl)NNC(=S)NCc1ccco1	22	28%	24%	-18%	2%	0%	17*
N#CC1=C(N)OC2=C(C(=O)CCC2)C1c1ccsc1 (configuration not stated)	-3	-3%	-10%	-1%	0%	-15%	0
O=C1C(Cc2ccccc2)Nc2ncnc(N3CCN(c4ccccc4)CC3)c2N1Cc1ccc(Cl)cc1 (configuration not stated)	/	3.7µM*	?	2%	/	9.3µM*	/
CCCCNCc1nc2ccccc2c(=O)[nH]1	-10	-6%	-15%	6%	1%	28%	11
COC(=O)c1ccccc1NC(=O)Oc1ccc(F)cc1	-18	42%[activator]	1%	-1%	2%	65%[activator]	-1
CCOC(=O)c1c(NC(=O)CN2CCOCC2)sc2c1CCCC2=O	-18	-3%	?	-2%	4%	4%[5.75 µM]	-1
Cc1c(NC(=O)NC(=O)c2ccc(F)cc2)c(=O)n(-c2ccccc2)n1C	13	23%	17%	-8%	-2%	-26%	-2
CCOC(=O)Cc1csc(NC(=O)CSc2nnc(C)n2C)n1	-4	11%	7%	0%	-6%	10µM*	-6
O=S1(=O)N=C(N=Nc2c(O)[nH]c3ccccc23)c2ccccc21	14	-14%	18%	1%	-2%	7%	7
CCOC(=O)C1CCN(C(=O)COC(=O)c2ccc3[nH]c4c(c3c2)CCCC4)CC1	/	?	?	4%	/	?	/
CC1(C)CC(=O)c2cc(OCC(=O)NCCN3CCOCC3)ccc2O1	-19	/	13%	3%	-8%	/	1
O=C(Nc1ccc(OC(F)(F)F)cc1)Nc1cccnc1	70*	?	3%	2%	-21%	10µM*	32*
COc1ccc(OCC(=O)Nc2ccccc2C(=O)NC2CC2)cc1	/	8%	12%	-6%	/	-6%	/
COc1cccc(/C=C2/SC(=O)N(C)C2=O)c1OCc1ccc(C(=O)O)cc1	-5	14%	27%	-3%	15%	-9%	9
COc1ccc(C)cc1NC(=O)Nc1cnccn1	16	?	-14%	2%	0%	?	1

Compound profiles, from the list above.
CCOc1ccc(NC(=O)CN(C)C(=O)CCNC(=O)c2ccc(Br)cc2)cc1OCC as listed: Shiga toxin inh: /; Pf growth 48h: -2%; HCV inh: ?; Tb PYK inh: 2%; LmPK inhibitor: /; Pf growth 96h: -11%; Cycloheximide cs: /
Cc1ccc(C)c(S(=O)(=O)N2CCN(C(=O)C3CCN(C(=O)c4ccc(F)cc4)CC3)CC2)c1 as listed: Shiga toxin inh: /; Pf growth 48h: ?; HCV inh: ?; Tb PYK inh: 5%; LmPK inhibitor: /; Pf growth 96h: ?; Cycloheximide cs: /

The main list resumes; the 3 compounds before the break are reprinted first.
Below each compound – Shiga toxin inh, Pf growth 48h, HCV inh, Tb PYK inh, LmPK inhibitor, Pf growth 96h, Cycloheximide cs
COc1ccc(OCC(=O)Nc2ccccc2C(=O)NC2CC2)cc1
    /, 8%, 12%, -6%, /, -6%, /
COc1cccc(/C=C2/SC(=O)N(C)C2=O)c1OCc1ccc(C(=O)O)cc1
    -5, 14%, 27%, -3%, 15%, -9%, 9
COc1ccc(C)cc1NC(=O)Nc1cnccn1
    16, ?, -14%, 2%, 0%, ?, 1
CCOc1ccc(C(=O)/C=C/c2ccccc2C(F)(F)F)cc1
    22, 21%, 13%, -1%, -4%, 9%, 21*
CCN(CC(=O)Nc1c(F)cccc1F)C(=O)CCc1ccc(OC)cc1
    -7, 0%, 21%, -2%, -8%, -4%, -2
CCOC(=O)C1CCN(C(=O)Cn2cccc2C(=O)c2ccccc2)CC1
    -8, /, -11%, -7%, 3%, /, -1
O=C(NC1CCCC1)c1cccnc1N1CCCCCC1
    14, -6%, 8%, 0%, -1%, ?, -2
CCOC(=O)c1oc2ccccc2c1CSc1nnc(-c2ccco2)o1
    11, /, -20%, 6%, 15%, -8%, 10
CCC(C(=O)O)n1nnc(-c2ccc(OCc3ccccc3)c(OC)c2)n1 (configuration not stated)
    -4, 1%, /, /, 4%, 4.7µM*, -3
O=C(CN(Cc1ccccc1)S(=O)(=O)c1ccc2c(c1)OCCO2)N/N=C/c1ccc(F)cc1
    -8, 1%, -24%, -3%, 0%, ?, -2
Cc1cccc(NC(=O)CN(CC2CCCO2)C(=O)c2cc3ccccc3o2)c1C (configuration not stated)
    /, ?, 12%, -3%, /, ?, /
CCOC(=O)Nc1ccc2c(c1)N(C(=O)CN1CCN(CCO)CC1)c1ccccc1CC2
    -10, ?, 9%, 3%, 3%, 12µM*, 4
O=S(=O)(c1ccccc1)c1ccc(N2CCCCCC2)cc1
    /, ?, -15%, -3%, 0%, ?, 21*
Nc1nc(NC(=O)c2ccccc2Cl)nn1-c1ccccc1
    19, 20%, 10%, 4%, -3%, ?, 13
Cc1[nH][nH]c(=O)c1C=NCc1ccc(Cl)cc1
    1, -20%, 8%, -7%, -3%, -15%, -5
COc1cc(C=O)c(Br)cc1OCC(=O)NCCc1ccccc1
    -2, -11%[5.75 µM], -1%, -1%, -2%, 28%, -8
COc1ccccc1C(CNC(=O)c1cc(C)nc2ccccc12)N(C)C (configuration not stated)
    -4, 9%, 1%, 1%, 5%, 22%, 2
O=C(Nc1ccc(C#Cc2ccccc2)cc1)C1CC1
    51*, -51%, ?, -3%, 0%, 0%, 44*
COc1ccc(-n2c(SCC(=O)NCC3CCCO3)nc3ccccc32)cc1 (configuration not stated)
    3, /, 3%, -11%, 3%, ?, -4
Cn1c(=O)cc(OCC(=O)N2CCCc3ccccc32)c2ccccc21
    9, -15%, 9%, 3%, -11%, 16%, -1
CN(C)S(=O)(=O)c1ccc(C(=O)N2CCN=C2SCc2cccnc2)cc1
    -2, /, 4%, 0%, 7%, ?, -1
O=C(CC(NS(=O)(=O)c1ccc(Cl)cc1)c1ccco1)NCc1cccnc1 (configuration not stated)
    -23, 5%, 20%, 5%, 1%, 0%, -2
CC1=NN(c2nc(-c3ccc(C)cc3)cs2)C(=O)C1N=Nc1ccccc1O (configuration not stated)
    50*, ?, 10µM*, -7%, -10%, 12%, 43*
O=C(O)c1cn(-c2ccc(F)cc2)c2cc(N3CCNCC3)c(F)cc2c1=O
    /, ?, -11%, -1%&-8%, /, 3.4µM*, /
Cc1cc(NC(=O)CSc2nnc(COc3ccccc3)n2Cc2ccco2)no1
    -5, -16%, 11%, -4%, 4%, 8.3µM*, -3
O=Cc1c(NCCc2cccc(F)c2)c2ccccc2[nH]c1=O
    -25, ?, -11%, 1%, -1%, 12%, 1
Cc1nc(N2CCNCC2)c2c3c(sc2n1)CCCC3
    -14, 0%, -6%, 2%, 1%, -22%, -2
Cn1ncc([N+](=O)[O-])c1C(=O)NC1CCCCCC1
    4, 7%, 2%, 2%, 0%, -1%, 1
NS(=O)(=O)OCCCc1ccccc1
    -12, 38%[activator], 10%, -3%, 8%, -16%, -6
CCOc1ccc(Cl)cc1S(=O)(=O)N1CCC(C(=O)NCc2ccccn2)CC1
    2, 9%, 12%, -6%, 0%, ?, -3
COc1ccc(OC)c(CNc2c(C=O)c(=O)[nH]c3ccccc23)c1
    13, 7%, -19%, -6%, -2%, ?, 2
O=C(C1CCCN(Cc2cccc(Cl)c2)C1)N1CCCCC1 (configuration not stated)
    -2, /, 3%, -2%, 3%, -8%, 0
Cc1ccc(-c2csc(CC(N)=O)n2)cc1
    66*, 64%[activator], 25%, -2%, 2%, ?, 31*
N#CC(Cc1ccccc1)(Cc1ccccc1)C(=O)NN
    -28, -13%, 16%, -1%, 0%, ?, -4
O=C(Nc1ccccc1-c1ccccc1)NC1CC2CCCC(C1)N2CCc1ccccc1 (configuration not stated)
    -14, 5.2µM*, ?, 4%, 3%, ?, 0
CC(=O)c1ccc(N2CCN(c3ccc(S(=O)(=O)N4CCN(C)CC4)cn3)CC2)cc1
    36, -1%, 2%, -3%, -3%, ?, 8
O=C1CNC(=S)N1Cc1ccc(F)cc1
    3, 12%, 17%, 4%, -12%, 66%[activator], 5
